Screens (PubChem)
T cell HTS = modulators of CD8 T cell-vesicle binding, primary screen, mouse 2C CD8+ T cells, flow cytometry; 2C CD8+ T cell-vesicle binding; stronger effect = lower value; calls only at 7 µM; actives 0.068% (n = 330,000); AID 2052, 2009;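 active = response, share of CD8 T cells binding vesicles, and their 90th percentile fluorescence all below set limits, cut at about 80% in these data, passing the limit was not always enough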
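Material: murine 2C transgenic CD8+ T lymphocytes / Also added: QL9-peptide-loaded Drosophila micro-vesicles bearing Ld, ICAM-1 and B7-1 / Schedule: binding step 1.5 h, 37 °C, antibody labelling 20 min, ice / Signal: flow cytometry, PE anti-B7-1 (FL2) versus Alexa647 anti-CD8 (FL8), PFA-fixed / Evaluation: percent CD8+ FL2 mean versus row control / Benchmarks: naked versus QL9-loaded vesicles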
K1F lysis inhibition = inhibition of K1F phage lysis, E. coli UTI89, bacterial capsule biogenesis inhibitors, alamar blue (AID 488966); actives 0.02% (n = 340,000); E. coli UTI89 K1F phage lysis, alamar blue, 2 h; higher % means a stronger effect; one-dose inhibition, % at 100 µM; IC50 in µM for titrated hits;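 active = phage lysis inhibition, versus mean bacterial control, above a set limit; inconclusive = no clear call, values can overlap the other calls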;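 also: capsule biogenesis inhibitors block K1F phage lysis so surviving cells raise fluorescence; higher fluorescence means more inhibition of phage lysis; actives were called in the ten point dose series up to 300 µM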
T cell HTS vesicle-bound % = second read-out of T cell HTS, no call of its own (marks repeat the call); double positive events, %; measured here: CD8+ vesicle-bound cell fraction;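 binding gate set so that unloaded-vesicle control wells show 10% double positive cells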
The depositor's hits bear a star; i = inactive; ? = inconclusive; [ ] = remark or other dose.

SMILES	T cell HTS	T cell HTS vesicle-bound %	K1F lysis inhibition
CCOC(=O)c1c(C)nsc1NCc1ccccc1	i	49	-0.3%
O=C(Cn1cc([N+](=O)[O-])ccc1=O)N1CCc2ccccc21	i	41	-3.5%
N#CCCN(C(=O)COC(=O)c1n[nH]c2ccccc12)c1ccccc1	i	11	-0.1%[50 µM]
O=C(Nc1cc(S(=O)(=O)N2CCCC2)ccc1Cl)c1ccncc1	i	37	0.2%
COCCN(C(=O)COC(=O)Cc1c(C)nc2ccccc2c1C)c1c(N)n(CC(C)C)c(=O)[nH]c1=O	i	36	0.1%[50 µM]
C[C@H](CO)N1C[C@H](C)[C@@H](CN(C)C(=O)Nc2ccc(C(F)(F)F)cc2)Oc2c(NS(=O)(=O)c3cccs3)cccc2C1=O	i	9	6.0%
Cc1ccc(SCCC(=O)NNC(=O)c2ccccc2F)cc1	i	48	-1.1%
CC(C)NC(=O)N(C)C[C@@H]1Oc2ccc(NC(=O)CCN3CCOCC3)cc2CC(=O)N([C@@H](C)CO)C[C@@H]1C	i	16	1.1%
COc1ccc(CC(=O)OCC(=O)Nc2ccc(Cl)cc2C)cc1	i	44	1.2%
C=CCC[C@@H](Cc1ccc(F)cc1)C(=O)OC[C@H](Cc1c[nH]c2ccccc12)NC(=O)[C@H](CC=C)CC(=O)NCCO	i	17	-1.3%
O=C(Cc1c(F)cccc1Cl)Nc1cc(S(=O)(=O)N2CCOCC2)ccc1N1CCCC1	i	42	0.4%[50 µM]
CC(C)[C@H](NC(=O)c1ccccc1)C(=O)OCC(=O)Nc1sccc1C(N)=O	i	46	-2.8%
O=C(COC(=O)c1ccc(F)c(S(=O)(=O)N2CCOCC2)c1)NCc1ccc(Cl)cc1	i	57	-0.3%[50 µM]
COc1ccc(CNC(=O)COC(=O)/C=C/c2cccc(Cl)c2)cc1	i	45	3.4%
COCC(C)n1c(SCC(=O)Nc2c(C)n(C)n(-c3ccccc3)c2=O)nc2ccccc2c1=O (stereo not given)	i	48	0.8%[50 µM]
CCc1ccccc1OCC(=O)NCC1COc2ccccc2O1 (stereo not given)	i	32	1.7%
Cc1cccc(NC(=O)CNC(=O)CSc2ncccn2)c1C	i	38	1.4%
O=C(Cc1c(F)cccc1Cl)NNC(=O)c1ccco1	i	48	-2.2%
Cc1ccc(NC(=O)COC(=O)CCc2ccccc2)cc1S(=O)(=O)N1CCOCC1	i	45	0.4%[50 µM]
CCOC(=O)N1CCN(C(=O)c2ccc3[nH]c(C)c(C)c3c2)CC1	i	46	0.3%[50 µM]
COc1ccccc1OCCC(=O)OCC(=O)Nc1ccc2c(c1)OCCO2	i	38	1.2%
COc1ccc(NS(=O)(=O)c2ccc(C(=O)Nc3c(C)n(C)n(-c4ccccc4)c3=O)cc2)cc1	i	48	-0.5%
CCN(c1ccccc1)S(=O)(=O)c1ccc(C(=O)NCc2ccco2)cc1	i	9	1.4%
Cc1cccc(NC(=O)c2nc[nH]c2C(=O)N2CCN(c3ccccc3)CC2)c1	i	15	1.1%
Cc1nc2ccc(NS(=O)(=O)c3c(F)cccc3F)cc2s1	i	47	-1.8%

A different layout for 2 compounds above:
| Molecule | T cell HTS | T cell HTS vesicle-bound % | K1F lysis inhibition |
| --- | --- | --- | --- |
| COc1ccccc1OCCC(=O)OCC(=O)Nc1ccc2c(c1)OCCO2 | i | 38 | 1.2% |
| CC(C)[C@H](NC(=O)c1ccccc1)C(=O)OCC(=O)Nc1sccc1C(N)=O | i | 46 | -2.8% |

Returning to the listing, repeating the 5 entries before the break.
SMILES	T cell HTS	T cell HTS vesicle-bound %	K1F lysis inhibition
COc1ccccc1OCCC(=O)OCC(=O)Nc1ccc2c(c1)OCCO2	i	38	1.2%
COc1ccc(NS(=O)(=O)c2ccc(C(=O)Nc3c(C)n(C)n(-c4ccccc4)c3=O)cc2)cc1	i	48	-0.5%
CCN(c1ccccc1)S(=O)(=O)c1ccc(C(=O)NCc2ccco2)cc1	i	9	1.4%
Cc1cccc(NC(=O)c2nc[nH]c2C(=O)N2CCN(c3ccccc3)CC2)c1	i	15	1.1%
Cc1nc2ccc(NS(=O)(=O)c3c(F)cccc3F)cc2s1	i	47	-1.8%
CCCC[C@@H]1C=C(C(=O)O)[C@H](c2ccc(Cl)cc2)N1S(=O)(=O)c1ccc(C)cc1	i	10	0.2%
CC(=O)c1ccccc1NC(=O)COC(=O)CCC1CCCC1	i	12	0.2%[50 µM]
C[C@H]1CN([C@@H](C)CO)C(=O)c2cccc(NC(=O)Nc3ccc(C(F)(F)F)cc3)c2O[C@@H]1CN(C)S(=O)(=O)c1ccccc1	i	7	0.4%
Cc1noc(C)c1NC(=O)Nc1cccc2c1O[C@@H](CN(C)Cc1ccc3c(c1)OCO3)[C@@H](C)CN([C@H](C)CO)C2=O	i	9	-0.2%
CCC(CO)Oc1cc(NCc2ccccc2C(F)(F)F)c2ncn(C(C)C)c2c1 (stereo not given)	i	15	-0.2%
N#Cc1cccnc1N1CCN(C(=O)c2cccc3c2C(=O)c2ccc(-c4ccc(F)cc4OCc4ccccc4)cc2S3(=O)=O)CC1	i	10	2.7%
O=C1CCC/C=C/C[C@@H](CC(=O)N(CCO)Cc2ccccc2)C(=O)NC[C@@H](c2ccccc2)O1	i	53	-1.0%
O=C(Cc1c(F)cccc1Cl)OCC(=O)N1CCc2ccccc21	i	27	8.4%
CCC(CO)Oc1cc(NCc2ccccc2)c2ncn(C3CCCC3)c2c1 (stereo not given)	i	13	-0.4%
Cn1c(SCc2c(F)cccc2Cl)nc2ccccc2c1=O	i	51	0.5%[50 µM]
C=CC[C@@H](CC(=O)N[C@H](CO)Cc1ccccc1)C(=O)NC[C@H](OC(=O)[C@@H](CC=C)Cc1ccc(F)cc1)c1ccccc1	i	32	0.0%
CC(=O)C[C@@H](O)CC(=O)[C@@H]1OC(=O)[C@H](C)CCCCc2ccccc21	i	9	0.0%
Cc1ccc2c(c1)C1C[N+](C)(CC(=O)Nc3ccccc3Cl)CCC1N2C(=O)c1ccccc1Cl (stereo not given)	i	37	7.4%
O=C(COC(=O)[C@@H]1CCCN1C(=O)c1cccs1)Nc1ccc(Br)cc1	i	32	-1.9%
COC(=O)[C@]1(Cc2ccccc2)N[C@H](CN(C)C(=O)Nc2ccc(C)cc2)[C@@H]2C(=O)N(C)C(=O)[C@@H]21	i	16	0.3%
Cc1cc2oc(C(=O)N3CCN(Cc4ccccc4)CC3)c(C)c2cc1C	i	55	-0.3%
CCN1C(=O)c2cccc3c(S(=O)(=O)N4CCNCC4)ccc1c23	i	42	-0.2%[50 µM]
O=C(CN1c2cccc3cccc(c23)S1(=O)=O)Nc1ccccc1Br	i	50	-0.1%[50 µM]
C#CCOCCOCCOCCNc1nc(N2CCN(C(=O)[C@H](CCCN=C(N)N)n3cc(C(N)[C@@H](C)CC)nn3)CC2)nc(N2CCN(C(=O)[C@H](CC(N)=O)n3cc([C@@H](N)CC(N)=O)nn3)CC2)n1 (stereo not given in full)	i	10	1.0%
c1ccc2c(CCN3CCNC[C@H]3Cc3cccc4ccccc34)cccc2c1	i	27	-19%
CC1CCN(C(=O)COC(=O)c2ccc([N+](=O)[O-])o2)CC1	i	54	-5.4%
COc1cc(-c2noc(C)c2C(=O)NCCCN2CCOCC2)cc(OC)c1OC	i	24	-0.3%
CC(=O)c1cc2c(cc1NC(=O)CN(C)S(=O)(=O)c1cccs1)OCO2	i	37	0.0%[50 µM]
Cc1c(C2(O)CCCCC2)[nH]c2ccc(C#N)cc12	i	14	1.1%
CN(CC(=O)Nc1c(Cl)cccc1Cl)CC(=O)N(C)C1(C#N)CCCCC1	i	56	1.1%
Carrying on.
SMILES	T cell HTS	T cell HTS vesicle-bound %	K1F lysis inhibition
CS(=O)(=O)c1ccc(C(=O)OCC(=O)Nc2cccnc2Cl)cc1[N+](=O)[O-]	i	18	0.8%[50 µM]
Nc1cc(S(=O)(=O)N2CCOCC2)ccc1N1CCCCC1	i	49	-2.2%
COc1ccc(-c2c(-c3cc(OC)cc(OC)c3)n(C)c3ccc(-c4cnc(N)nc4)cc23)cc1	i	14	0.6%
COc1ccccc1CN(C)C(=O)CSCC(=O)Nc1ccccc1F	i	46	0.4%[50 µM]
CCOC(=O)C1CCN(C(=O)COC(=O)CSc2ccccc2C)CC1	i	1	1.0%
O=C(OCc1c(-c2ccccc2)ncc2ccccc12)c1ccc(C(F)(F)F)cc1	i	56	1.8%
O=C(CNC(=O)c1ccc(Cl)cc1Cl)OCCOc1ccccc1F	i	5	0.3%[50 µM]
CC(Oc1ccccc1F)c1nnc(SCC(=O)N(c2ccccc2)C2CCS(=O)(=O)C2)o1 (stereo not given)	i	32	0.5%[50 µM]
COc1ccc(/C=C/C(=O)OCC(=O)Nc2ncc(Cl)cc2Cl)cc1	i	49	-3.0%
CN1C(=O)[C@H]2[C@@H](/C=C/c3ccccc3)N3C(=O)CN(Cc4ccc(-c5ccccc5)cc4)C(=O)[C@@]3(C)[C@H]2C1=O	i	20	1.6%
CCN(CC(=O)Nc1ccccc1OC)Cc1csc(CC(=O)Nc2ccc(C)cc2)n1	i	26	-3.0%
CC1CCN(C(=O)COC(=O)c2ccc3ccccc3n2)CC1	i	43	0.4%[50 µM]
O=C(Nc1scc(-c2ccc(Br)cc2)c1C(=O)O)c1ccccc1F	i	34	-0.8%
O=C(COc1cccc(Br)c1)Nc1ccc(Cl)c(S(=O)(=O)N2CCOCC2)c1	i	29	-2.8%
Cc1ccc(S(=O)(=O)NCC(=O)OCCOc2ccc(Br)cc2)cc1	i	50	0.2%[50 µM]
Cc1cccc(OCCCC(=O)NNC(=O)c2cccc(N(C)C)c2)c1	i	29	-2.1%
COc1ccc(CCNC(=O)CSCC(=O)Nc2cc(S(C)(=O)=O)ccc2Cl)cc1	i	7	1.5%[50 µM]
COCCCNC(=O)CC1C[C@H](C(=O)N2CCCCC2)[C@@]2(CCc3ccccc3)c3[nH]c4ccccc4c3CCN2C1=O (stereo not given in full)	i	11	0.2%
COc1ccccc1S(=O)(=O)Nc1ccc2nc(C)sc2c1	i	7	1.5%[50 µM]
Cc1ccc2oc3c(SCc4nc5ccccc5[nH]4)nc(C)nc3c2c1	i	4	3.0%
c1ccc(C2(CN3CCNC[C@@H]3CC3CCCCC3)CC2)cc1	i	14	12%
NS(=O)(=O)c1ccc(NC(=O)CNC(=O)c2ccc3c(c2)OCO3)cc1	i	32	-1.3%
COc1ccccc1N(CCOc1ccccc1)S(=O)(=O)c1ccccc1	i	41	0.3%
CN(CC(=O)Nc1ccc(Cl)c(Cl)c1)C(=O)C1CCC1	i	7	-2.7%
Cc1cc(NC(=O)COC(=O)c2c(C)c(C)c(C)c(C)c2C)no1	i	48	0.4%[50 µM]
(cont.)
SMILES	T cell HTS	T cell HTS vesicle-bound %	K1F lysis inhibition
CC1CCC2(CC1)NC(=O)N(CC(=O)Nc1cc(S(=O)(=O)N3CCCC3)ccc1Cl)C2=O (stereo not given)	i	34	?
C=CC[C@@H](CC(=O)NCCO)C(=O)N[C@@H](C)COC(=O)[C@H](CC=C)CC(=O)OC(C)(C)C	i	18	0.1%
CCN(CC)S(=O)(=O)c1ccc(N2CCOCC2)c(NC(=O)COc2ccc(OC)cc2)c1	i	52	0.4%[50 µM]
CCOC(=O)[C@@H]1[C@H]2COc3ccccc3[C@H]2N2C(=O)N(c3cccc(Cl)c3)C(=O)[C@]12C	i	16	4.5%
COc1ccc(NC(=O)c2cccc3c2C(=O)c2ccc(-c4ccc(F)cc4OCc4ccccc4)cc2S3(=O)=O)cc1	i	14	0.6%
CC(=O)Nc1ccc(S(=O)(=O)Nc2nc(C)nc3sc(C)c(C)c23)cc1	i	50	-0.1%[50 µM]
CC(C)NC(=O)N(C)C[C@H]1Oc2c(NC(=O)Nc3ccccc3)cccc2C(=O)N([C@H](C)CO)C[C@@H]1C	i	11	0.2%
C[C@H](CO)N1C[C@H](C)[C@@H](CN(C)S(=O)(=O)c2ccc(F)cc2)Oc2ccc(NC(=O)Cc3cn(C)c4ccccc34)cc2C1=O	i	9	2.4%
CC(C)N(Cc1ccccc1)C(=O)CN1C(=O)NC2(CCOc3ccccc32)C1=O (stereo not given)	i	52	0.0%[50 µM]
COCCOc1ccc(C(F)(F)F)cc1NC(=O)CN1C(=O)NC2(CCCc3ccccc32)C1=O (stereo not given)	i	38	-0.2%
O=C(Cc1ccccc1)OCC(=O)c1cccc([N+](=O)[O-])c1	i	57	1.0%[50 µM]
C[C@H](CO)N1C[C@H](C)[C@@H](CN(C)S(=O)(=O)c2ccccc2)Oc2ccc(NS(=O)(=O)c3cccs3)cc2C1=O	i	13	1.1%
C=C[C@H](Cc1ccccc1)N(Cc1ccccc1)S(=O)(=O)N(Cc1ccccc1)[C@H](C=C)Cc1ccccc1	i	53	4.1%

Whole records from above. Order of values: T cell HTS, T cell HTS vesicle-bound %, K1F lysis inhibition
Shown for C=CC[C@@H](CC(=O)NCCO)C(=O)N[C@@H](C)COC(=O)[C@H](CC=C)CC(=O)OC(C)(C)C : i, 18, 0.1%
Shown for COCCOc1ccc(C(F)(F)F)cc1NC(=O)CN1C(=O)NC2(CCCc3ccccc32)C1=O (stereo not given) : i, 38, -0.2%

These rows are one share of the data; the hit share may differ from the screen's.
